aSyn rescue = rescues yeast growth from alpha-synuclein toxicity | AID 652106 | actives 0.14% (n = 370,000) | Potency, µM (series often up to 46.1 µM), for inactives: top-dose growth rescue (activation), hits mostly activators | Yeast expressing alpha-synuclein, growth rescue, BacTiter-Glo, 24 h; further: potency means the concentration at half of the fitted maximal effect; % of control where 0% means no effect; nearly all actives have a fitted effect of over 65% in size
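Readout is rescue of growth in alpha-synuclein-expressing yeast, so inhibitors of toxicity appear as activators. Growth after 24 hr at 30 deg C in galactose medium is quantified by luminescence.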
EPAC2 antagonist = EPAC2 (human) antagonism. EPAC2 GEF exchange of Rap1B-BODIPY-GDP, fluorescence. actives 0.18% (n = 360,000). AID 720708. Potency, µM (series often up to 114 µM), for inactives: top-dose activity, negative = inhibition, most hits filed as inhibitors; further: potency means the concentration at half of the fitted maximal effect; on the % scale 0 is the no-effect control and ±100 the full control effect; nearly all actives have a fitted effect of over 45% in size; many of its hits are not listed in these tables
Target sequence (Q8WZA2 whole entry, looked up): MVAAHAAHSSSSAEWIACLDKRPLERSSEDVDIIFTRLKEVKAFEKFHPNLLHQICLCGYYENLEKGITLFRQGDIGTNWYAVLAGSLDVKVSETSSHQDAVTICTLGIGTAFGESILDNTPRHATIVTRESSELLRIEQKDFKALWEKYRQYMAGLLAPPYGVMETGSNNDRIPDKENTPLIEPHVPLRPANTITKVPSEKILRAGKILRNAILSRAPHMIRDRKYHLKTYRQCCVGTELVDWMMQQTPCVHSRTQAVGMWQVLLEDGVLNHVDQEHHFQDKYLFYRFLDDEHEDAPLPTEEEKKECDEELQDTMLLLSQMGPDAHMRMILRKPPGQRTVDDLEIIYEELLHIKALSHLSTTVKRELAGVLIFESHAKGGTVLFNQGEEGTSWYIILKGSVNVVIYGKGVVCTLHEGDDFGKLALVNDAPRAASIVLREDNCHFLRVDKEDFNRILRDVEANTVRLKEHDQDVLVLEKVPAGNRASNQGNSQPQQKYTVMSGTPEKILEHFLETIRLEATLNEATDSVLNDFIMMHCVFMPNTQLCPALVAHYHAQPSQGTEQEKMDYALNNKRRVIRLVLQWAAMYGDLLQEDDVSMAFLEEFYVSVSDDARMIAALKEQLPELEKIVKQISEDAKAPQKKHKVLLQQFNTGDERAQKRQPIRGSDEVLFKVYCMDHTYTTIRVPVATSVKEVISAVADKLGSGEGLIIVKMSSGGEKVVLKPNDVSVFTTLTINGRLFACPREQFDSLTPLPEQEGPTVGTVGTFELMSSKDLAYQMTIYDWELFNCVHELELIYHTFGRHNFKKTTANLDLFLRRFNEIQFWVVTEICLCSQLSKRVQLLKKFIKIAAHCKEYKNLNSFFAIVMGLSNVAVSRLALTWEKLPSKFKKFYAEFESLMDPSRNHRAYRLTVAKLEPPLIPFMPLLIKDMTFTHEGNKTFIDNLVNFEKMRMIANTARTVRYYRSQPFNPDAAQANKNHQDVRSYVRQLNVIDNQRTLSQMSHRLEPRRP
TDP43 rescue = rescues yeast growth from TDP-43 toxicity; Potency, µM (titrated, usually from 46.1 µM), without a hit: top-dose growth rescue (activation), actives largely listed as activators; TDP-43 expressing yeast growth rescue, BacTiter-Glo, 24 h; actives 1.8% (n = 410,000); AID 652104; further: potency means the concentration at half of the fitted maximal effect; % of control where 0% means no effect; nearly all actives have a fitted effect of over 50% in size
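Readout is BacTiter-Glo luminescence of cell growth, so inhibitors register as activators. TDP-43-expressing yeast at OD600=0.02 in galactose medium, after raffinose pregrowth to mid-log, were incubated with compound for 24 hr at 30 deg C.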
EPAC2 agonist = agonists of human EPAC2 (RAPGEF4); EPAC2 activation, biochemical qHTS; response scale: 100% = 6.5 mM cAMP response; Potency, µM (doses to about 154 µM), inactives show at the top dose activation, most hits filed as activators; actives 0.079% (n = 360,000); further: potency means the concentration at half of the fitted maximal effect; nearly all actives have a fitted effect of over 50% in size
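EPAC2 (100 nM) mixed with Rap1B loaded with BODIPY-GDP (250 nM) plus 50 uM unlabeled GDP; compounds pinned in, 5 min RT, then read every 5 min for 30 min (ex 480, em 540 nm). Normalized to cAMP control.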
D3 antag = antagonists of human D3 dopamine receptor; D3R cells, DiscoveRx beta-arrestin luminescence, antagonist mode; hits give low values; P35462; max response, negative = inhibition, %; actives 2.5% (n = 360,000); in the data active means max response below about -50%; inconclusive means no clear call, values can overlap the other calls; further: on the % scale 0 is the no-effect control and ±100 the full control effect; mostly tested at two doses, the higher about 12 µM
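Cells plated overnight at 1500 cells/well, then exposed to library compounds with dopamine controls for 90 minutes at 37 degrees C. DiscoveRx reagent added for 30–60 minutes at room temperature; luminescence read, quantitative HTS format.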
FUS yeast rescue = rescues growth of FUS-expressing yeast; S. cerevisiae FUS-expressing, growth rescue, OD600, 24 h; Potency, µM (titrated, usually from 76.6 µM), for inactives: top-dose growth rescue (activation), most hits filed as activators; actives 0.24% (n = 390,000); AID 1347120;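 further: potency means the concentration at half of the fitted maximal effect; plate controls were DMSO vehicle for no effect and reference control for full effect; nearly all actives have a fitted effect of over 55% in size; some results filed as inactive show a strong effect at the top dose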
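Absorbance at 600 nm, taken 24hr after compound addition, measured rescue of FUS-yeast growth at 30C. Induction used 2% galactose with seeding at OD 0.005. Controls: CP55940 from 92uM final, DMSO only.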
D3 ag = D3 dopamine receptor (human) agonism; D3R DiscoveRx beta-arrestin cells, luminescence, 90 min; max activation, %; actives 0.58% (n = 410,000); AID 652048; in the data active means max activation above about 30%; further: 0% is about no effect; mostly tested at two doses, the higher about 12 µM
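Agonist mode: compounds and dopamine controls were applied to plated cells for 90 min at 37 degrees C after an overnight attachment at 1500 cells/well. Luminescent read-out followed 30 - 60 minutes at room temperature with DiscoveRx detection reagent.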
Abeta yeast res = A-beta toxicity reversal in yeast | yeast expressing A-beta42, growth rescue, OD600, 48 h; response scale: 0% DMSO, 100% iron-clioquinol control | Potency, µM (highest dose often 46.1 µM), for the others: top-dose growth rescue, usual class: activators | actives 0.063% (n = 410,000) | AID 1347071; further: potency means the concentration at half of the fitted maximal effect; nearly all actives have a fitted effect of over 55% in size
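Yeast A-beta toxicity model in growth medium with pinned compounds, 48 h at 30 C; growth read as absorbance at 600 nm. Normalized to FeCl3/clioquinol equimolar mix (positive) and DMSO (negative).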
The depositor's hits bear a star; u = inconclusive; x = no result given; & = joins results of further samples; [ ] = dose if it differs, or a comment. Unless noted, the call rests on the fitted dose curve; in most records, active means well fitted curve in the direction sought with a large enough effect; inconclusive means small, poorly fitted or top-dose-only effect, or another doubt; inactive means no such curve, though single readings can be large; an effect the other way counts as inactive or inconclusive. A portion of the library; the hit share may differ from the screen's.

nr	SMILES	aSyn rescue	EPAC2 antagonist	TDP43 rescue	EPAC2 agonist	D3 antag	FUS yeast rescue	D3 ag	Abeta yeast res
1	COC(=O)c1cc2oc(C)cc2n1CC(=O)Nc1ccc(C(C)C)cc1	x	x	14%	x	x	12%	5	15%
2	CSc1ncccc1C(=O)N1CCCC(CCC(=O)NCc2ccccc2F)C1 (stereo unspecified)	5%	-6%	16%	1%	15	5%	-2	-5%
3	O=C(CN1C(=O)COc2ccccc21)Nc1ccc(F)cc1	-15%	8%	16%	17%	u	-17%	5	-24%
4	CC(=O)Nc1ccc(SCC(=O)c2cc(C)n(-c3ccccc3)c2C)cc1	-4%	-8%	3%	6%	-16	5%	-3	11%
5	COc1ccc(Cl)cc1NC(=O)CCCNC(=O)c1ccc(Cl)cc1	9%	-11%	1%	2%	-9	29%	7	1%
6	CCN1CCN(CC(O)COCc2cc(OC)c(OC)c(OC)c2)CC1 (stereo unspecified)	-2%	0%	3%	3%	-8	x	-11	-9%
7	Cc1csc(=Nc2c(C)n(C)n(-c3ccccc3)c2=O)n1Cc1ccccc1	-13%&4%	19%&-1%	-12%&6%	1%&14%	0&-12	8%&-1%	6&-1	-4%&23%
8	C=CCC(O)(CC=C)C(C)N (stereo unspecified)	2%	5%	18%	2%	17	-20%	1	6%
9	CCOC(=O)[C@]12CCC=C1N(Cc1ccc(Cl)cc1Cl)C(=O)[C@H](CC(=O)N1CCCCC1)C2	12%	-16%	2%	2%	-7	u	-1	2%
10	O=C(O)c1ccc(-n2nnnc2SCc2ccccc2)cc1	x	2%	0%	0%	u	-7%	0	5%
11	CCN1CCN(C(=S)c2ccc(O)cc2)CC1	-2%	5%	-23%	3%	-1	-31%	-2	4%
12	O=C(CSc1ncnc2c1cnn2CCO)Nc1cccc(C(F)(F)F)c1	0%	-13%	-9%	-2%	-22	x	-10	-9%
13	COc1ccc(-n2c(NN)nc3sc4c(c3c2=O)CCCC4)cc1	2%	-12%	u	-3%	5	19%	13	23%
14	Cc1cccn2c(=O)c(/C=C(\C#N)S(=O)(=O)c3ccccc3)c(N3CCN(Cc4ccccc4)CC3)nc12	5%	-3%	11%	1%	7	27%	-2	9%
15	COc1ccc(C(=O)CSc2nnc(NC(=O)C3CC(=O)N(c4cccc(OC)c4)C3)s2)cc1 (stereo unspecified)	-3%	-2%	4%	0%	4	x	2	4%
16	N#Cc1c(Cl)nsc1NN	-17%	-4%	16%	17%	-14	17%	6	-33%[inhibitor]
17	Cc1ccc2cc(CCNC(=O)c3ccc4c(c3)OCO4)c(=O)[nH]c2c1	-5%	5%	16%	-3%	13	-6%	5	-10%
18	CCCOc1ccc(CNC(=O)CCCn2nc(C)c3sc4ccccc4c3c2=O)cc1	x	x	5%	x	x	-8%	-1	-8%
19	CCOC(=O)Nc1ccc(OC)cc1S(=O)(=O)N1CCCCC1	-11%	7%	7%	-14%[15.6 µM]	-1	5%	-3	15%
20	O=C(CSc1nnc2n1CCCN2)c1ccc(Cl)cc1	-10%	-1%	-1%	6%	-6	x	0	0%

Brought forward from above: two entries, followed by the next part.
nr	SMILES	aSyn rescue	EPAC2 antagonist	TDP43 rescue	EPAC2 agonist	D3 antag	FUS yeast rescue	D3 ag	Abeta yeast res
19	CCOC(=O)Nc1ccc(OC)cc1S(=O)(=O)N1CCCCC1	-11%	7%	7%	-14%[15.6 µM]	-1	5%	-3	15%
20	O=C(CSc1nnc2n1CCCN2)c1ccc(Cl)cc1	-10%	-1%	-1%	6%	-6	x	0	0%
21	O=C(CCl)Nc1cc(S(=O)(=O)N2CCCCCC2)ccc1Cl	-6%	-29%	u	7%	-2	x	0	-31%[inhibitor]
22	COc1ccc(N(CC(O)CN2CCOCC2)S(=O)(=O)c2ccccc2)cc1 (stereo unspecified)	0%	-6%	4%	1%	-10	8%	-19	1%
23	O=C(COc1ccccc1C(=O)c1cnn(-c2ccccc2)c1)Nc1ccc2ccccc2c1	23%	-12%	3%	17%	4	9%	1	1%
24	COc1cc(OC)cc(-c2cc3nc(C)c(CCC(=O)NCc4ccccc4)c(C)n3n2)c1	-8%	6%	-33%[inhibitor]	0%	16	u	12&-14	-18%&-12%
25	CN(Cc1ccccc1)c1nc2c(c(=O)[nH]c(=O)n2C)n1CCCSc1ncccn1	-4%	-4%	1%	7%	-14	32%	-3	19%
26	O=c1c(-c2cc3ccccc3[nH]2)nc2ccccc2n1C(CCc1ccccc1)c1nc2ccccc2[nH]1 (stereo unspecified)	29%	-1%	u	5%	11	u	4	u
27	CCOC(=O)C1CCCN(C(=S)Nc2ccc(C)cc2C)C1 (stereo unspecified)	-3%	-4%[57.1 µM]	14%	-4%	17	11%	-7	12%
28	COc1ccc(C(=O)NC2CCCc3ccccc32)cc1S(=O)(=O)N1CCOCC1 (stereo unspecified)	7%	-9%	0%	1%	8	11%	3	-8%
29	CC(C)(C)n1nnnc1C(c1cccs1)N(Cc1ccc(Cl)cc1)CC1CCCO1 (stereo unspecified)	-1%	-11%	-30%	-4%	-9	30%	10	8%
30	O=C(O)C(CCc1ccccn1)c1ccccc1 (stereo unspecified)	4%	1%	-6%	8%	1	-35%	0	-1%
31	O=C(c1cc2ccccc2o1)N1CCN(Cc2nc3ccccc3s2)CC1	2%	-22%	-23%	11%	7	7%	5	-10%
32	O=C(c1ccc(Br)cc1)N(Cc1ccco1)c1ccccn1	x	x	25%	x	x	9%	-1	2%
33	CCOc1ccc(NC(=O)C2CCC(C)(C(=O)O)C2(C)C)cc1 (stereo unspecified)	7%	-3%	4%	10%	12	13%	6	7%
34	CCOc1ccc(NC(=O)C2CCCN2C(=O)Oc2ccccc2)cc1 (stereo unspecified)	-3%	1%	-14%	2%	-21	12%	-11	4%
35	CCCN1C(=O)CN(C2CCCCCC2)C(=O)C1c1ccc(OCC)c(OC)c1 (stereo unspecified)	x	x	-1%	x	x	40%	-11	-13%
36	CC1CCN(C(=O)c2[nH]cnc2C(=O)N[C@@H](C)C(=O)OCc2ccccc2)CC1	-42%[inhibitor]	2%	-33%[inhibitor]	-5%	3	-13%	8	-11%
37	NC(=O)c1cc2n(n1)C(C(F)(F)F)CC(c1ccco1)N2 (stereo unspecified)	-5%	7%	3%	-1%	-23	5%	-1	4%
38	O=C1NC2=C(C(=O)CCC2)C(c2ccc([N+](=O)[O-])cc2)N1 (stereo unspecified)	3%	4%	-4%	4%	14	14%	12	9%
39	C/C(=N\O)C(=O)NCCCn1ccnc1	-3%	10%	-16%	7%	3	-8%	0	-8%
40	COc1ccc(CN(C(=O)c2ccccc2F)C2CCS(=O)(=O)C2)cc1 (stereo unspecified)	x	x	-12%	x	x	-6%	-7	0%
41	CN(C)CCC(=O)N1c2ccccc2Sc2ccc(C(F)(F)F)cc21	14%	-2%	8%	3%	u	1%	-15	10%
42	CC1(c2ccccc2)NC(=S)N2C1NC(=S)N2c1ccccc1 (stereo unspecified)	3%	-2%	3%	4%	-11	u	-4	13%
43	O=C(CN1CCOCC1)Nc1ccccc1Sc1ccccc1	1%	0%	-2%	-3%	-28	-5%	-7	2%
44	CCOc1ccccc1NC(=O)c1cc(S(=O)(=O)N2CCOCC2)ccc1C	-1%	0%	-7%	12%	u	16%	2	1%
45	Cc1ccc(Nc2c(-c3ccc(N(C)C)cc3)nc3ccccn23)cc1	x	x	-25%	x	x	0%	-15	-12%
46	O=C(Nc1ccccc1)Nc1ccccc1C(=O)NCc1ccccc1	2%	-2%	-1%	-10%	4	13%	1	0%
47	CN(CC(=O)Nc1ccc(F)cc1)C(=O)COC(=O)c1ccc(=O)n(Cc2ccccc2)n1	-3%	0%	5%	4%	15	20%	-4	-10%
48	Cc1nc(C(F)(F)F)c(C(=O)N=CN(C)C)s1	-3%	-8%	8%[9.22 µM]	u	4	-1%	2	-12%
49	COc1ccccc1CN1CC(C(=O)NCc2cc(F)ccc2C)CCC1=O (stereo unspecified)	-3%	-1%	2%	6%	8	1%	-3	-1%
50	Cc1ccc(CNC(=O)CSCc2nc(-c3ccc(Cl)cc3)oc2C)cc1	x	x	20%	x	x	-31%	2	1%
51	Cc1ccccc1C(=O)OCCCN=C1NS(=O)(=O)c2ccccc21	-10%	2%	5%	-5%	-9	13%	1	1%
52	COc1ccc(C(C)(NC(C)=O)c2nc(-c3ccc(F)cc3OC)cs2)cc1 (stereo unspecified)	-14%	-7%	16%	11%	0	u	0	-13%
53	COc1ccc(C(=O)CN2CCN(c3cc(C)nc4ccccc34)CC2)cc1	0%	5%	0%	9%	7	-4%	4	29%
54	O=C(c1ccc(OC2CCN(CCc3ccccc3)CC2)cc1)N1CCCC(CO)C1 (stereo unspecified)	7%	5%	6%	-7%	-14	-4%	-19	x
55	CCOC(=O)N1CCN(c2c(NCCc3ccc(OC)c(OC)c3)c(=O)c2=O)CC1	-23%	1%	19%	10%	2	-12%	0	4%
56	NC(Cc1ccc(F)cc1)c1csc(Nc2ccc(C(=O)NCCCO)cn2)n1 (stereo unspecified)	-3%	14%	16%	1%	4	7%	-6	-7%
57	COc1ccccc1OCCn1c(CO)nc2ccccc21	3%	2%	0%	2%	0	12%	2	17%
58	CCOC(=O)N1CCN(C(=O)CN(c2ccccc2)S(C)(=O)=O)CC1	-1%	1%	12%	0%	13	-5%	5	-9%
59	CC(=O)c1c(OC(=O)c2ccco2)c2ccccc2n1C	4%	-1%	-9%	5%	-1	x	3	-24%

Screening data from PubChem.
